AI-2 QS mod – Vibrio harveyi AI-2 quorum sensing modulation; Vibrio harveyi JMH597 AI-2 luminescence/OD600 ratio, 9 h; active compounds read low; strain lacks LuxN and CqsS sensors; 0 = neutral-control median; activity change, % at 7.5 µM; actives 0.4% (n = 300,000); AID 2094; in the data active = activity change below about -75%, passing the limit was not always enough; inconclusive = no clear call, values can overlap the other calls;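 also: luminescence divided by OD600 gain over 9 h not by final OD600 alone; inactives centre near 13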
TRPC4 act – activators of mouse TRPC4 channel | Q9QUQ5 | HEK293 TRPC4beta/mu-opioid, Fluo4 calcium fluorescence; active compounds read high | B-score at 10 µM | actives 0.49% (n = 310,000) | AID 2237;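 active = B-score above 5 SD of library B-scores, and initial fluorescence ratio not above library mean plus 5 SD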;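 also: positive B-score marks a calcium rise read as TRPC4 activation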
Target sequence (Q9QUQ5 whole entry, looked up): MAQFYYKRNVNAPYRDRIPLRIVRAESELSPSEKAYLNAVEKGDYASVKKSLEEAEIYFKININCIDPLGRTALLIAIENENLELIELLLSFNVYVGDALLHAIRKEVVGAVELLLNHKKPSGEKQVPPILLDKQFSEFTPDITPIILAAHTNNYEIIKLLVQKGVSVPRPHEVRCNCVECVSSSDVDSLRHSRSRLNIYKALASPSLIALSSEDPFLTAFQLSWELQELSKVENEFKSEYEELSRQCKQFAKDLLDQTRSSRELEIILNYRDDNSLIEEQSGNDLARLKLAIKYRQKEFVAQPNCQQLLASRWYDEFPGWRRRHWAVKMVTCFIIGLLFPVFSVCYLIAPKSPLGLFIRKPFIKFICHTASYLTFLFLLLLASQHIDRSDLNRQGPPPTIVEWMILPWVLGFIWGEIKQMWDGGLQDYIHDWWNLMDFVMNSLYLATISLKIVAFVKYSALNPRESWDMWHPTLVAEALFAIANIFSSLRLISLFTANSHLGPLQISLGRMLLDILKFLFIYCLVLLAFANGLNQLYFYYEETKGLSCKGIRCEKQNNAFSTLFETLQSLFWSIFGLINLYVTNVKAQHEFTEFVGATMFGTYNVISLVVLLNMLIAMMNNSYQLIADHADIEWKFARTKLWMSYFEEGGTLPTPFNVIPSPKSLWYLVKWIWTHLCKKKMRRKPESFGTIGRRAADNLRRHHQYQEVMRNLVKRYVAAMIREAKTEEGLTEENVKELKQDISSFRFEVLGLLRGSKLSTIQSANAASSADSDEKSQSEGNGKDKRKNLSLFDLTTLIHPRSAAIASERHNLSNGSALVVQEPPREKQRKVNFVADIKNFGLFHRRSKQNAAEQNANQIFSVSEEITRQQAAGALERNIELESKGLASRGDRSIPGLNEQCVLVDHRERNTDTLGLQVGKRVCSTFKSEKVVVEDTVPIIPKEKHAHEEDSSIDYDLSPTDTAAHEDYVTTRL
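Assay system: HEK293 stable line with TRPC4beta plus mu-opioid receptor. Times: dye 45 min RT, read 110 s. Measured by: kinetic Fluo4 calcium fluorescence. Measure: B score of integrated ratio. Controls: assay buffer as low control, maximal DAMGO as high control.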
MrgX1 antag – antagonists of human MrgX1 receptor; Q96LB2; MRGX1-HEK293 calcium flux, Fluo-4, BAM8-22 antagonism; active compounds read low; B-score at 10 µM; actives 1.3% (n = 310,000); AID 588676;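 active = calcium-response B-score plate-corrected more than 3 library SD below zero, starting fluorescence within 5 deviations, no agonist response on first addition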;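 also: peak minus trough fluorescence over baseline after final BAM8-22 challenge near maximal dose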
HIF act – HIF pathway transcriptional activation; U2OS HRE-luciferase reporter, luminescence; normalized: DMSO 0%, desferrioxamine 100%; activation, % at 7.5 µM (by protocol); actives 0.32% (n = 300,000); AID 1910;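 active = mean activation of at least 10% of the iron chelator positive control signal, with at least half of replicates also reaching 10%; inconclusive = mean and replicate majority disagree about reaching 10%; inactive = mean and most replicates under 10%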
MrgX1 agonist – human MrgX1 receptor agonism, primary screen; Q96LB2; MrgX1-HEK293 cells, Fluo-4 calcium fluorescence, agonist mode; active compounds read high; actives 0.44% (n = 310,000); B-score at 10 µM; AID 588627;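 active = calcium response B-score plate-corrected fluorescence ratio at least 3 library SD, with starting fluorescence B-score inside 5 SD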
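System: HEK293 cells stably expressing human MrgX1 receptor; Dosing: test compound in the initial addition of three; Schedule: overnight plating, then 30 min 37 °C plus 30 min room-temperature dye loading; Detection: kinetic calcium dye fluorescence, Fluo-4 NW; Controls: per-plate positive and negative controls for Z′ factor.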
PolyA inhibitor – blocks polyadenylation in yeast reporter cells; S. cerevisiae SKY197-pL101 polyadenylation reporter, beta-gal luminescence; efflux-impaired pdr1/pdr3 knockout yeast; score 100 = 6 SD above DMSO; calls only at 12 µM; actives 0.02% (n = 300,000); AID 1875;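 active = lowest replicate activity score at least 50, where 100 means six control SD above control mean; inconclusive = lowest score under 50 but half or more replicates reach 50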;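 also: yeast exposed to compound for 9 h at 30 °C; higher score means more reporter readthrough which indicates perturbed polyadenylation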
TRPC4 potent – TRPC4 (mouse) allosteric potentiation; HEK293 TRPC4beta/mu-opioid, DAMGO EC20, Fluo-4 Ca2+ flux; active compounds read high; B-score at 10 µM; actives 0.42% (n = 310,000);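 active = B-score of calcium response area above 5 SD of library B-scores, with initial fluorescence ratio within 5 SD of library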;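 also: B-score of integrated fluorescence ratio over time as area under calcium response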
TRPC6 act – activators of mouse TRPC6 channel; B-score at 10 µM; HEK293-TRPC6 membrane potential dye fluorescence; active compounds read high; AID 2550; actives 0.13% (n = 310,000); Q61143;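 active = B-score of the integrated fluorescence ratio above library mean plus 3 SD, and starting fluorescence ratio within library mean plus 5 SD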;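 also: higher score means more depolarization so channel activation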
TRPC4 inh – TRPC4 (mouse) channel inhibition. B-score at 10 µM. actives 0.39% (n = 300,000). AID 2247. HEK293 TRPC4beta/mu-opioid, DAMGO-evoked Fluo4 calcium flux; active compounds read low. Q9QUQ5;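 active = B-score over 3 SD under the library average, no early fluorescence shift, positive overall ratio signal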
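Assay system: TRPC4beta/mu-opioid receptor HEK293 cell line; compound dosing: single concentration per test compound; detection: Fluo4 Ca2+ flux fluorescence; evaluation: per-well B score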
TRPC6 inhibitor – inhibitors of mouse TRPC6 channel; B-score at 10 µM; HEK293-TRPC6, membrane potential dye, ACh-evoked depolarization; active compounds read low; Q61143; AID 2553; actives 1.1% (n = 310,000);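 active = B-score under library mean minus 3 SD, initial fluorescence not abnormally high, positive integrated signal ratio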;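 also: B-score derived from integrated fluorescence ratio over the kinetic read; more negative B-score means stronger inhibition of depolarization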
MrgX1 allo act – allosterically activates human MrgX1 receptor signaling | actives 0.63% (n = 310,000) | Q96LB2 | MrgX1-HEK293, Fluo-4 calcium flux, FDSS; active compounds read high | B-score at 10 µM;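 active = plate-corrected calcium response at least 3 library SD above typical, normal starting fluorescence, not activating the receptor alone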;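 also: compound read alongside a low EC10 to EC30 dose of BAM8-22 agonist; peak minus trough fluorescence over baseline measured at the second addition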
* marks the source's active call; other numbers are inactive results; i = inactive; ? = inconclusive; nt = no result given. Not all compounds are listed (hit frequency here may not be typical).

Under each structure – AI-2 QS mod | TRPC4 act | MrgX1 antag | HIF act | MrgX1 agonist | PolyA inhibitor | TRPC4 potent | TRPC6 act | TRPC4 inh | TRPC6 inhibitor | MrgX1 allo act
- CCn1c(=O)c(=O)n(CC)c2cc(S(=O)(=O)Nc3ccc(C)cc3)ccc21
→ 13 | i | i | 0.1 | i | i | i | i | i | i | 11*
- COC(=O)CCCC(=O)N1CCCC(CNS(=O)(=O)c2ccc(OC)cc2)C1 (stereo not drawn)
→ 5 | i | -4.6* | 0.4 | i | i | i | i | i | i | i
- NNC(=O)c1ccc(Cn2cc(Br)cn2)cc1
→ -1 | i | i | 1.5 | i | i | i | i | i | i | i
- CC(=O)CSc1nnc(-c2cnccn2)n1-c1ccccc1
→ 24 | i | nt | -0.7 | nt | i | i | i | i | i | nt
- Nc1nnc(SCC(=O)N2CCc3ccccc32)n1-c1ccccc1
→ 30 | i | i | 0.0 | i | i | i | i | i | i | i
- Cc1ccc(S(=O)(=O)N2CCCCC2)cc1NC(=O)c1ccccn1
→ 23 | i | i | 0.0 | i | i | i | i | i | i | i
- Cc1cc(C)c(CN2CCC(N3CCC(C(=O)NCC4CCCO4)CC3)CC2)cc1C (stereo not drawn)
→ 5 | i | i | 0.4 | i | i | i | i | i | i | i
- Cc1cc(N/N=C/c2ccccc2O)nc(N2CCOCC2)n1
→ 4 | i | i | 0.6 | i | i | i | i | i | i | i
- CC(NC(=O)c1ccc(Cl)cc1)c1nnc(SCc2ccc([N+](=O)[O-])cc2)n1C (stereo not drawn)
→ 24 | i | i | -0.3 | i | i | i | i | i | i | i
- O=C(CCN1C(=O)/C(=C\c2ccc(F)cc2)SC1=S)Nc1ccccc1
→ -9 | i | i | -0.2 | i | i | i | i | i | i | i
- CCCCNc1c(-c2ccc(OC)c(Sc3ccc(OC)cc3)c2)nc2ccccn12
→ 21 | i | i | 1.5 | i | i | i | i | i | i | i
- CCc1nnc(NC(=O)C2CCC(CNc3c(N4CCC(C)CC4)c(=O)c3=O)CC2)s1 (stereo not drawn)
→ 30 | i | i | -0.2 | i | i | i | i | i | i | i
- O=C(CCC1CCCC1)Nc1ccc(Br)cn1
→ 2 | i | i | 2.5 | i | i | i | i | i | i | i
- CCN1CCN(c2ccc(S(=O)(=O)N3CCCCC3)cc2NC(=O)CC(C)c2ccccc2)CC1 (stereo not drawn)
→ 25 | 118* | i | 0.5 | i | i | i | i | i | i | i
- Nc1cc(=O)[nH]c(SCC(=O)N2N=C(c3ccc(Cl)cc3)CC2c2ccco2)n1 (stereo not drawn)
→ 16 | i | i | 0.8 | i | i | i | i | i | i | i
- CC1(c2nnc(Cc3ccccc3)o2)CC(c2ccccc2Br)=NO1 (stereo not drawn)
→ 14 | i | i | -0.2 | i | i | i | i | i | i | i
- O=C(O)CSc1ncccn1
→ -1 | i | i | 0.1 | i | i | i | i | i | i | i
- Cc1ccc(-c2nnn(CC(=O)N(CCN3CCOCC3)C(C(=O)NC3CCCC3)c3ccncc3)n2)o1 (stereo not drawn)
→ 11 | i | i | -0.2 | i | i | i | i | i | i | i
- COC(=O)c1cc(S(=O)(=O)N2CCCC2=O)c(Cl)cc1Cl
→ -15 | i | i | 1.0 | i | i | i | i | i | i | i
- CCCCC(=O)NC(=S)Nc1ccc(S(=O)(=O)N2CCCC2)cc1
→ -84* | i | i | -0.4 | i | i | i | i | i | i | i
- O=C(c1cc2sccc2n1Cc1ccccc1)N1CCN(c2nc3ccccc3s2)CC1
→ -9 | i | i | 1.9 | i | i | i | i | i | i | i
- CC(C)CN(C(=O)CCC(=O)OC(C)C(=O)Nc1cccc(C#N)c1)c1c(N)n(CC(C)C)c(=O)[nH]c1=O (stereo not drawn)
→ 15 | i | i | 0.4 | i | i | i | i | i | i | i
- CCn1c(SCC(N)=O)nc2ccccc2c1=O
→ 22 | i | i | 0.4 | i | i | i | i | i | i | i
- Cc1ccc(N2CC(=O)N(NC(=O)CN3CCN(c4ccccc4)CC3)CC2=O)cc1
→ 16 | i | i | -0.7 | i | i | i | i | i | i | i
- Cn1c(=O)c2c(nc(NCc3ccco3)n2Cc2ccc(Cl)cc2Cl)n(C)c1=O
→ 3 | i | i | 0.1 | i | i | i | i | i | i | i
- CCOC(=O)C(Cc1ccccc1)C(=O)Nc1cccc2ccccc12 (stereo not drawn)
→ 16 | i | i | -0.1 | i | i | i | i | i | i | i
- COc1ccc(Nc2cc(=O)n(-c3ccccc3)c3c2c(=O)n(C)c(=O)n3C)cc1
→ -6 | i | i | -0.1 | i | i | i | i | i | i | i
- O=C(OCC(=O)N1CCN(C(=O)c2ccco2)CC1)c1cn(-c2ccccc2)nc1-c1ccccc1
→ 39 | i | i | 0.1 | i | i | i | i | i | i | i
- COc1ccc(CCNc2ncnc3nc[nH]c23)cc1OC
→ 3 | i | i | -0.2 | i | i | i | i | i | i | i
- O=c1[nH]c(C(F)(F)F)nc2ccc3ccccc3c12
→ 12 | i | i | 0.5 | i | i | i | i | i | i | i
- CSc1ccc(Cl)c(C(=O)OCC(=O)NCC(C)C)c1
→ -5 | i | i | -0.2 | i | i | i | i | i | i | i
- Cc1cc(OCC(=O)Nc2ccc(N3CCCC3)cc2)cc(C)c1Cl
→ ? | i | i | -0.3 | i | i | i | i | i | i | i
- O=C(CSc1ncnc2c1cnn2-c1ccc(F)cc1)NCc1ccc2c(c1)OCO2
→ 25 | i | i | 0.2 | i | i | i | i | i | i | i
- CCn1c(=O)n(CC)c2cc(S(=O)(=O)NCCOc3ccccc3)c(C)cc21
→ 8 | i | i | nt | i | i | i | i | i | i | i
- CC(C)(C)C(=O)Nc1cc(NC(=O)C(C)(C)C)cc(C(=O)Nc2cc(C(=O)O)cc(C(=O)O)c2)c1
→ 11 | i | i | -0.2 | i | i | i | i | i | i | i
- CC1CCCN(C(=O)CCS(=O)(=O)c2cc3c(cc2Cl)NC(=O)CO3)C1 (stereo not drawn)
→ 18 | i | i | 0.1 | i | i | i | i | i | i | i
- Cc1ccc(CSCC(=O)N2CCN(Cc3ccc4c(c3)OCO4)CC2)cc1
→ -13 | i | i | -0.7 | i | i | i | i | i | i | i
- Cc1nc(SCC(=O)N(C)C2CCCCC2)[nH]c(=O)c1Cc1ccccc1
→ -12 | i | i | 0.6 | i | i | i | i | i | i | i
- O=C(c1cc2c(ccc3ccccc32)o1)N1CCN(c2ncc(C(F)(F)F)cc2Cl)CC1
→ 19 | 80* | i | -1.5 | i | i | i | i | i | i | i
- O=C(Cc1ccc(F)cc1)NC(Cc1c[nH]c2ccccc12)C(=O)O (stereo not drawn)
→ 12 | i | i | 2.5 | i | i | i | i | i | i | i

Look-ups from the results shown.
Cc1ccc(CSCC(=O)N2CCN(Cc3ccc4c(c3)OCO4)CC2)cc1 in AI-2 QS mod reads -13
CC1CCCN(C(=O)CCS(=O)(=O)c2cc3c(cc2Cl)NC(=O)CO3)C1 (stereo not drawn) in AI-2 QS mod reads 18

(continued)
Under each structure – AI-2 QS mod | TRPC4 act | MrgX1 antag | HIF act | MrgX1 agonist | PolyA inhibitor | TRPC4 potent | TRPC6 act | TRPC4 inh | TRPC6 inhibitor | MrgX1 allo act
- COC(=O)c1ccccc1NC(=O)CSc1nc2cccnc2n1C
→ 1 | i | i | 0.1 | i | i | i | i | i | i | i
- Cc1[nH]nc(SCC(=O)N2CCCCCC2)c1[N+](=O)[O-]
→ 7 | i | i | -0.8 | i | i | i | i | i | i | i
- COc1ccc(NC(=O)CSc2nnc(-c3ccco3)n2C)cc1
→ 11 | i | i | -0.4 | i | i | i | i | i | i | i
- CC1CN(C(=S)Nc2ccc(S(N)(=O)=O)cc2)CC(C)O1 (stereo not drawn)
→ 3 | i | i | -0.9 | i | i | i | i | i | i | i
- COc1ccc(C2COc3cc(O)ccc3C2)c(OC)c1O (stereo not drawn)
→ 17 | i | i | 1.7 | i | i | i | i | i | i | i
- CCOC(=O)CN(C(=O)CSc1nnc(-c2ccc(OC)c(OC)c2)o1)c1ccccc1
→ 16 | i | i | -0.4 | i | i | i | i | i | i | i
- Cn1c(=O)c2c(nc(SCC(=O)O)n2Cc2cc3c(cc2Cl)OCO3)n(C)c1=O
→ 10 | i | i | -0.4 | i | i | i | i | i | i | i
- Cc1ccc2c(c1)nnn2C1CCN(CC(=O)Nc2ccc(F)cc2)CC1
→ 34 | i | i | 0.2 | i | i | i | i | i | i | i
- O=C(NC1CCN(S(=O)(=O)c2ccccc2)CC1)c1cccc(F)c1
→ 1 | i | i | -5.3 | i | i | i | i | i | i | i
- CC(=O)c1cccc(Nc2c3c(nc4ccccc24)CCC3)c1
→ 32 | i | i | -12 | i | i | i | i | i | i | i
- CCOC(=O)C1=C(c2ccccc2)Nc2ncnn2C1c1ccc(OC)c(OC)c1OC (stereo not drawn)
→ 17 | i | i | -0.1 | i | i | i | i | i | i | i
- CC(=O)OC(C(=O)NCS(=O)(=O)c1ccc(C)cc1)c1cccnc1 (stereo not drawn)
→ 1 | i | i | 0.4 | i | i | i | i | i | i | i
- Cc1noc(N)c1C1(O)C(=O)Nc2c(Cl)cc(Cl)cc21 (stereo not drawn)
→ 13 | i | i | 0.2 | i | i | i | i | i | i | i
- COc1ccc(NC(=O)c2cncn2-c2ccccc2)cc1
→ 15 | i | i | 0.0 | i | i | i | i | i | i | i
- CCOC(=O)C1CN(S(=O)(=O)c2ccc(F)cc2)C1
→ 5 | i | i | 1.0 | i | i | i | i | i | i | i
- CCOC(=O)c1[nH]c(C)c(C(=O)OCC(=O)N2CC(=O)Nc3ccccc32)c1C
→ 5 | i | i | -0.1 | i | i | i | i | i | i | i
- Cc1cccc(CCNC(=O)Cn2ncc3c([nH]c4ccc(C)cc43)c2=O)c1
→ 48 | i | i | 67* | i | i | i | i | i | i | i
- CCN(C(=O)CN1C(=O)S/C(=C\C=C\c2ccccc2)C1=O)C1CCS(=O)(=O)C1 (stereo not drawn)
→ 18 | i | i | 3.2 | i | i | i | i | i | i | i
- COc1ccc(Cl)cc1NC(=O)Nn1cnnc1
→ -3 | i | i | -0.6 | i | i | i | i | i | i | i
- CCOc1ccc(NC(=O)C(=O)N/N=C\c2ccc(CNS(=O)(=O)c3ccccc3)o2)cc1
→ 20 | i | i | 0.4 | i | i | i | i | i | i | i
